High-throughput results: PubChem BioAssay, Sanford-Burnham Center for Chemical Genomics
TIM10 inh: growth inhibitors of isogenic TIM10 control yeast, primary screen, counter-screen for tim10-1 yeast inhibitor project, luminescence, uHTS; AID 463195, 2010; S. cerevisiae TIM10 strain growth, BacTiter-Glo luminescence, 24 h; inhibition, % at 10 µM; actives 1.4% (n = 330,000);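 active = inhibition of 40% or more at the single tested concentration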;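 note: wild-type TIM10 isogenic control strain grown at permissive 25 °C; 0% = DMSO yeast wells and 100% = minimal medium wells without yeast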
ATG4B inhibitor: ATG4B protease inhibitors, primary screen, biochemical, fluorescence, uHTS | inhibition, % at 8.33 µM | Cysteine protease ATG4B (Homo sapiens), Q9Y4P1 | actives 0.51% (n = 340,000) | ATG4B cleavage of LC3-PLA2, NBD-HPC fluorescence, 1 h; in the data active = inhibition above about 40%
Target sequence (Q9Y4P1 whole entry, looked up): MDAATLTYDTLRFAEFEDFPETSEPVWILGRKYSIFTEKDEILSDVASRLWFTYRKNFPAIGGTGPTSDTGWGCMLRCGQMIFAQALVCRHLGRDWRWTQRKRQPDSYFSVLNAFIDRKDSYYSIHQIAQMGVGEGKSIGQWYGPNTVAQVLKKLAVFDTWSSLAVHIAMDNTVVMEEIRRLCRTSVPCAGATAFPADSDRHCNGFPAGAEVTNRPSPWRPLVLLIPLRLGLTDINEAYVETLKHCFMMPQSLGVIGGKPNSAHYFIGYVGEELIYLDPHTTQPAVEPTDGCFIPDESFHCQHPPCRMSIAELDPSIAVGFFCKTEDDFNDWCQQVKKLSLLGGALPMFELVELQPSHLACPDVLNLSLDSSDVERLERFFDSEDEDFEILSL
NALP3 yeast inh: NALP3 inflammasome inhibitors in reconstituted yeast, primary screen, luminescence, uHTS; Yeast reconstituted NLRP3/ASC/caspase-1, beta-gal luminescence, 24 h; inhibition, % at 10 µM; actives 0.39% (n = 330,000); AID 2825, 2010;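 active = inhibition of 50% or more; inactive = inhibition below 50%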;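 note: plate controls were induced DMSO wells for no effect and uninduced yeast grown without galactose for full effect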
hIAP block: human IAP inhibitors, primary screen, biochemical, luminescence, uHTS; purified IAP, CDP-Star luminescence, 30 min; actives 0.12% (n = 330,000); inhibition, % at 10 µM;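 active = inhibition reaching a set limit with compound at 10 µM in the primary screen, cut at about 35% in these data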;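 note: plate controls were DMSO wells with enzyme for no effect and no-enzyme buffer wells for full effect; values of inactives mirror those of a sister screen read the other way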
Target sequence (P09923 whole entry, looked up): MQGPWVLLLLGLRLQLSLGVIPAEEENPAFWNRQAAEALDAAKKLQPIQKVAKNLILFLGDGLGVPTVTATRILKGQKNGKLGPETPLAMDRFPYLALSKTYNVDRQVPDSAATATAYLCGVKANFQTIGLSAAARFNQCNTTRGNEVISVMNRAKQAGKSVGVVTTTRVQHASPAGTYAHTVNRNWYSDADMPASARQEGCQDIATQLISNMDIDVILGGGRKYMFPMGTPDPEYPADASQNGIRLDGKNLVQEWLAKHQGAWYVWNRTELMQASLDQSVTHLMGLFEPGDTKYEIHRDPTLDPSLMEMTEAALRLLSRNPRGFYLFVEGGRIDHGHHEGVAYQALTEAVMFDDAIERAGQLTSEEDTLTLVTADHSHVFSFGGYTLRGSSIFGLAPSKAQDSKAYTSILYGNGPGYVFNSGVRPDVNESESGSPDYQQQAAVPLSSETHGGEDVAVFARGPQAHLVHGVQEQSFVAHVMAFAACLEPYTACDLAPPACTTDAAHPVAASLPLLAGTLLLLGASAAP
hIAP activ: human IAP activators, primary screen, biochemical, luminescence, uHTS | Intestinal-type alkaline phosphatase (Homo sapiens), P09923 | purified human IAP, CDP-Star luminescence, 30 min; hits give high values; 1 = vehicle-only enzyme, 0 = enzyme-free background | activation factor at 10 µM | actives 0.16% (n = 330,000) | AID 2524, 2010;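 active = activation factor of the enzyme at least 2-fold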; note: the source names both 10 and 20 µM as test concentration; values of inactives mirror those of a sister screen read the other way
tim10-1 inh: growth inhibitors of tim10-1 mutant yeast, primary screen, luminescence, uHTS; inhibition, % at 20 µM; S. cerevisiae tim10-1 ts strain growth, BacTiter-Glo, 24 h; actives 2.2% (n = 330,000);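 active = inhibition of at least 40%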;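 note: mutant grown at 25 °C; 0% = DMSO wells with yeast and 100% = wells holding no yeast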
mIAP inh: inhibitors of mouse IAP, primary screen, biochemical, luminescence, uHTS; intestinal alkaline phosphatase [Mus musculus]; purified mouse IAP, CDP-Star luminescence, 30 min; inhibition, % at 10 µM; actives 0.2% (n = 330,000);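 active = inhibition of at least 40% at 10 µM in the primary screen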;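 note: plate controls were DMSO with enzyme for no effect and no enzyme wells for full effect; values of inactives mirror those of a sister screen read the other way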
mIAP act: activators of mouse IAP, primary screen, biochemical, luminescence, uHTS | intestinal alkaline phosphatase [Mus musculus] | muIAP, CDP-Star luminescence, 30 min; hits give high values; 1 = vehicle-only enzyme signal, 0 = enzyme-free wells | activation factor at 10 µM | actives 0.24% (n = 330,000) | AID 2805, 2010;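 active = activation factor of at least 2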; note: the source names both 10 and 20 µM as test concentration; values of inactives mirror those of a sister screen read the other way
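Assay system: mouse IAP enzyme / Compound: DMSO-dissolved test compounds / Timing: 30 min, room temperature / Measured by: luminescence from enzymatic CDP-Star hydrolysis / Control set: DMSO-only wells, enzyme-free buffer wells as negative control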
Apaf1 inhib: inhibitors of human Apaf-1 apoptosome, primary screen, biochemical, DEVD-Rh110 fluorescence, uHTS. actives 0.71% (n = 330,000). AID 489030, 2010. reconstituted apoptosome caspase-3 activity. Apoptotic protease-activating factor 1 (Homo sapiens), O14727. inhibition, % at 20 µM; active = inhibition of at least 40% at 20 µM;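 note: plate controls were DMSO wells for no effect and DEVD-CHO caspase inhibitor wells for full effect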
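System – cell-free apoptosome with Apaf-1, procaspase-3 and caspase-9 · Buffer or medium – pH 7.5 Hepes buffer with CHAPS, BSA, DTT · Also added – cytochrome c with DEVD-Rh110 · Times – 30 min compound preincubation, 50 min activation, room temperature · Technique – Rh110 fluorescence intensity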
* = called active by the depositor; . = not tested or not shown.

SMILES	TIM10 inh	ATG4B inhibitor	NALP3 yeast inh	hIAP block	hIAP activ	tim10-1 inh	mIAP inh	mIAP act	Apaf1 inhib
CCC1=C(OC(=O)N(CC)CC)N2C(=O)OC(=NCC(=O)OC)[C@]2(C)[C@H]2C1=CC[C@H]1C(=O)N(CC)C(=O)[C@H]12	22	-9	-1	-1	1	-6	-8	1.1	-1
CCOC(=O)C1=C(C)NC(=O)NC1c1ccc(OC)c(CN2CCOCC2)c1 (centres undefined)	-2	-4	8	6	0.94	7	-4	1	-22
CCCNC(=O)CS(=O)Cc1nc(-c2cccc(OC)c2)oc1C (centres undefined)	-15	-17	11	-4	1	19	-2	1	-2
Cc1ccc(C=Nc2ccc(N(C)C)cc2)o1	14	-1	29	-16	1.2	13	5	0.95	51*
C=CC[C@H]1CC(C)=C[C@H](CC=C)N1	-1	-4	18	-3	1	-9	-3	1	-1
Cn1cnnc1SC(C(=O)c1ccccc1)c1ccccc1 (centres undefined)	9	-9	-62	-7	1.1	34	-8	1.1	15
COc1cc(CC(=O)OCC(=O)Nc2sccc2C(N)=O)cc(OC)c1OC	-2	5	9	-3	1	-8	0	1	-8
O=C(O)CSc1c2c(nc3cc(C(=O)N4CCCC4)ccc13)CCCC2	-4	1	13	9	0.91	-5	5	0.95	0
CN(Cc1ccc2c(c1)OCCO2)C(=O)CN1C(=O)NC2(CCCCC2)C1=O	-2	-2	18	-20	1.2	0	-4	1	-2
Cc1ccc(C(=O)N2CCCC(C(F)(F)F)C2)cc1S(=O)(=O)N1CCOCC1 (centres undefined)	8	-2	4	-6	1.1	10	6	0.94	-2
Cc1ccccc1-c1nc(CN(Cc2c(C)nn(C)c2C)C2CC2)c(C)o1	17	2	6	5	0.95	30	2	0.98	12
O=Cc1ccc(OCc2ccc3ccccc3c2)cc1	6	3	16	5	0.95	18	6	0.94	3
CCCN1CCC(NCc2cn(C)nc2-c2ccc(Oc3ccccc3)cc2)CC1	10	-10	7	-2	1	-1	4	0.96	-19
CC1CCN(C(=O)Cn2c(=O)c3cccn3c3ccccc32)CC1	3	1	14	-20	1.2	13	0	1	-9
O=[N+]([O-])c1ccccc1S(=O)(=O)Nc1ccc(-c2ccc3nncn3n2)cc1	1	5	5	4	0.96	-2	4	0.96	2
CN1CCN(c2nc3c(c(=O)n(C)c(=O)n3C)n2CCSc2nnnn2-c2ccccc2)CC1	-2	-1	1	-10	1.1	-5	-8	1.1	1
O=C(c1ccc(Cl)c(Cl)c1)N1CCC(O)(CN2CCOCC2)CC1	-12	3	21	-9	1.1	-40	5	0.95	-4
CCOc1ccc(-c2cc(CCCC(=O)NCCc3ccccc3)no2)cc1	-5	-5	9	-10	1.1	16	-11	1.1	17
CCC(=Nc1ccccc1)C1=C(O)CCCC1=O	0	12	16	5	0.95	-15	4	0.96	-3
Cc1ccc(NC(=O)C2CCCN(S(=O)(=O)c3c(C)noc3/C=C/N(C)C)C2)cc1F (centres undefined)	3	-13	9	7	0.93	18	-20	1.2	-2
CN(C)/C=C/C(=O)c1ccc(Oc2ncccn2)cc1	-10	-8	20	0	1	2	-6	1.1	-2
CCCCOCCCNC(=O)C1c2ccccc2Oc2ccccc21	-8	8	15	-4	1	19	-11	1.1	1
Cc1ccc2nc(NC(=O)C3CCCN(S(=O)(=O)c4cccnc4)C3)sc2c1 (centres undefined)	13	2	22	0	1	17	3	0.97	15
Cc1ccc(-c2cc(C(=O)OCC(=O)N(C)c3c(N)n(Cc4ccccc4)c(=O)[nH]c3=O)c3ccccc3n2)o1	3	-42	8	-8	1.1	-1	3	0.97	8
COc1ccccc1-n1c(N)c(C(=O)NCC2CCCO2)c2nc3ccccc3nc21 (centres undefined)	18	-10	5	-6	1.1	13	-22	1.2	69*

10 entries from above, bar-delimited.
structure | TIM10 inh | ATG4B inhibitor | NALP3 yeast inh | hIAP block | hIAP activ | tim10-1 inh | mIAP inh | mIAP act | Apaf1 inhib
CN1CCN(c2nc3c(c(=O)n(C)c(=O)n3C)n2CCSc2nnnn2-c2ccccc2)CC1 | -2 | -1 | 1 | -10 | 1.1 | -5 | -8 | 1.1 | 1
O=C(c1ccc(Cl)c(Cl)c1)N1CCC(O)(CN2CCOCC2)CC1 | -12 | 3 | 21 | -9 | 1.1 | -40 | 5 | 0.95 | -4
CCOc1ccc(-c2cc(CCCC(=O)NCCc3ccccc3)no2)cc1 | -5 | -5 | 9 | -10 | 1.1 | 16 | -11 | 1.1 | 17
CCC(=Nc1ccccc1)C1=C(O)CCCC1=O | 0 | 12 | 16 | 5 | 0.95 | -15 | 4 | 0.96 | -3
Cc1ccc(NC(=O)C2CCCN(S(=O)(=O)c3c(C)noc3/C=C/N(C)C)C2)cc1F (centres undefined) | 3 | -13 | 9 | 7 | 0.93 | 18 | -20 | 1.2 | -2
CN(C)/C=C/C(=O)c1ccc(Oc2ncccn2)cc1 | -10 | -8 | 20 | 0 | 1 | 2 | -6 | 1.1 | -2
CCCCOCCCNC(=O)C1c2ccccc2Oc2ccccc21 | -8 | 8 | 15 | -4 | 1 | 19 | -11 | 1.1 | 1
Cc1ccc2nc(NC(=O)C3CCCN(S(=O)(=O)c4cccnc4)C3)sc2c1 (centres undefined) | 13 | 2 | 22 | 0 | 1 | 17 | 3 | 0.97 | 15
Cc1ccc(-c2cc(C(=O)OCC(=O)N(C)c3c(N)n(Cc4ccccc4)c(=O)[nH]c3=O)c3ccccc3n2)o1 | 3 | -42 | 8 | -8 | 1.1 | -1 | 3 | 0.97 | 8
COc1ccccc1-n1c(N)c(C(=O)NCC2CCCO2)c2nc3ccccc3nc21 (centres undefined) | 18 | -10 | 5 | -6 | 1.1 | 13 | -22 | 1.2 | 69*

Next section:
SMILES	TIM10 inh	ATG4B inhibitor	NALP3 yeast inh	hIAP block	hIAP activ	tim10-1 inh	mIAP inh	mIAP act	Apaf1 inhib
CCOc1cc(CNn2nnnc2N)ccc1OCC(=O)NC(C)(C)C	-15	2	-10	-35	1.3	11	-3	1	-8
CN(C)CCCNC(=O)C[C@H]1C[C@H](C(=O)N2CCOCC2)[C@@]2(C)c3[nH]c4ccc(Cl)cc4c3CCN2C1=O	-10	3	.	.	.	13	-4	1	18
O=C(/C=C/c1cccs1)Nc1nc(-c2ccccc2)cs1	-3	19	16	17	0.83	-5	12	0.88	10
Cc1ccc(S(=O)(=O)N2CCCCC2C(=O)N2CCN(C)CC2)cc1 (centres undefined)	-8	11	-1	-15	1.1	5	-20	1.2	12
O=[N+]([O-])c1cccc(-n2cccc2/C=N/Nc2nc(N3CCCCC3)nc(N3CCCCC3)n2)c1	8	9	6	14	0.86	28	6	0.94	15
CC(Sc1nnnn1C)C(=O)NC(=O)NC1CCCCC1 (centres undefined)	5	-3	21	4	0.96	-5	0	0.99	-10
Cn1c(C(=O)NN)cc2cc(OCc3ccccc3)ccc21	4	-1	21	2	0.98	-15	-6	1.1	2
CC(Sc1nc(N2CCOCC2)c2c(c1C#N)CC(C)(C)OC2)C(=O)O (centres undefined)	-2	-1	10	-17	1.2	6	-2	1	-4
COc1ccc(C2(c3ccc(OC)cc3)NC(=O)N(CC(=O)Nc3cc(C)ccc3OC)C2=O)cc1	-2	3	11	14	0.86	9	-5	1.1	6
CC(C)(C)NC(=O)c1cc2c(ccc3ccccc32)oc1=O	-1	0	11	-6	1.1	-11	-3	1	3
COc1ccc(CCN2CC(C(=O)NCCc3ccc(C)cc3)CC2=O)cc1OC (centres undefined)	-16	-13	-5	0	1	6	-5	1.1	-25
COc1ccc(C(C(=O)NC2CCCCC2)N(CC2CCCO2)C(=O)CNC(=O)c2ccco2)cc1 (centres undefined)	-4	-9	14	-26	1.3	7	-2	1	-1
CC(=O)Oc1ccc(C(=O)Nc2cccc(C(=O)Nc3ccccc3C(=O)O)c2)cc1	1	-3	18	-16	1.2	13	5	0.95	8
CCOc1ccc(N(C)Cc2cc(=O)oc3ccc(OCC)cc23)cc1	4	7	11	15	0.85	22	3	0.97	20
COc1ccc(NC(=O)c2cc(-c3ccccc3Cl)on2)cc1	14	1	26	-28	1.3	15	-4	1	7
CCC(=O)c1ccc(OC(=O)c2cnccn2)cc1	0	6	-6	-1	1	10	-8	1.1	1
N/C(=N\OC(=O)N1CCOCC1)c1ccc(Cl)cc1	17	-3	13	-3	1	61*	1	0.99	1
CC(=O)NC(CC(=O)Nc1ccc2c(c1)OCCO2)c1ccccc1 (centres undefined)	2	-4	-6	30	0.7	-11	6	0.94	0
CC(=O)NNc1nc2ccccc2s1	-3	-6	1	-47	1.5	5	11	0.89	-6
CCC1CCCCN1CCCNC(=O)c1ccc2c(c1)N(Cc1c(F)cccc1Cl)C(=O)CS2 (centres undefined)	4	-4	19	-33	1.3	13	-1	1	11
O=C(CN1CCN(Cc2ccccc2)CC1)Nc1ccc(Br)cc1	-11	1	27	-1	1	7	0	1	7
CN1C2=CC=CC=CC2=[N+](C)C12C=CC(=[N+]([O-])[O-])C=C2[N+](=O)[O-] (centres undefined)	6	6	6	6	0.94	20	5	0.95	-3
CC(C)C(=O)NNC(=O)CSc1nc(C2CCCCC2)nc2ccccc12	10	-3	6	-20	1.2	25	2	0.98	8
CCCCNc1cc(=O)oc2ccccc12	-17	-2	15	-1	1	-6	6	0.94	5
CN(Cc1ccccc1)C(=O)COC(=O)c1ccc(Cl)c(N)c1	-19	5	12	-25	1.3	-12	-3	1	2
(list continues)
SMILES	TIM10 inh	ATG4B inhibitor	NALP3 yeast inh	hIAP block	hIAP activ	tim10-1 inh	mIAP inh	mIAP act	Apaf1 inhib
O=C(NC(=S)Nc1ccc(N2CCOCC2)c(Cl)c1)c1sc2ccccc2c1Cl	7	5	-7	4	0.96	5	20	0.8	2
COc1ccc2c(c1)NC(=O)CC(c1ccccc1)=N2	7	0	19	-2	1	10	-12	1.1	6
CC1CCCCC1NC(=O)CN(C)S(=O)(=O)c1cccc2nsnc12 (centres undefined)	-14	-4	14	-17	1.2	17	-17	1.2	6
COCCn1c(N)c(N(Cc2ccccc2)C(=O)Cc2ccccc2F)c(=O)[nH]c1=O	1	-9	4	14	0.86	-3	-3	1	-2
O=c1oc2ccccc2c(Nc2cccc(O)c2)c1[N+](=O)[O-]	-8	-1	23	15	0.85	11	48*	0.52	21
CCCCN(CC)C(=O)CN(C)S(=O)(=O)c1cccc2nsnc12	-12	1	4	1	0.99	16	-7	1.1	1
COc1ccc(-c2nc(N3CCCC3)[nH]c(=O)c2C#N)cc1	3	-7	-10	9	0.91	7	4	0.96	1

Some entries already given, showing only mIAP inh.
Molecule	mIAP inh
CC1CCCCC1NC(=O)CN(C)S(=O)(=O)c1cccc2nsnc12 (centres undefined)	-17
COCCn1c(N)c(N(Cc2ccccc2)C(=O)Cc2ccccc2F)c(=O)[nH]c1=O	-3

This is a random part of the collection (roughly 4.5% active in at least one column).
